Bioassay records from PubChem.
H1N1 NS1A inhibition: H1N1 influenza NS1A inhibitors, functional cell based assay (AID 504329). NS1A functional cell-based assay, percent inhibition; higher % means a stronger effect. inhibition, % at 12.5 µM; hits with a dose series show IC50 in µM. 340,000 compounds, 0.3% hits; in the data active = a potency from the dose series; inconclusive = inhibition above about 27% without an active follow-up result; note: strong numbers were not always called active
M. tuberculosis: growth inhibition of non-replicating M. tuberculosis (AID 488890). Mycobacterium tuberculosis non-replicating, growth inhibition; higher % means a stronger effect. inhibition, % at 25 µM; hits with a dose series show IC50 in µM. 320,000 compounds, 0.39% hits; in the data active = a potency from the dose series; inconclusive = inhibition mostly from about 82% at the one dose, without a potency; inactive = the rest, 99 in 100 with inhibition below about 76%;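 note: plate controls were DMSO cells for no effect and high antibiotic wells for full effect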
H37Rv inhibition: M. tuberculosis growth inhibition, HTS (AID 449762) | 330,000 compounds, 0.59% hits | M. tuberculosis H37Rv growth inhibition, 7H9 media; higher % means a stronger effect | inhibition, % at 25 µM; hits with a dose series show IC50 in µM; in the data active = a potency from the dose series; inconclusive = inhibition above about 70% without an active follow-up result;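 note: bacterial growth assessed after seven days of incubation; strong numbers were not always called active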
inhibitors of VEEV: inhibitors of VEEV TC-83 cytopathic effect, confirmation, Vero cells (AID 588727). Vero cells, VEEV TC-83 cytopathic effect inhibition; higher % means a stronger effect. inhibition, % at 20 µM; hits with a dose series show IC50 in µM. 350,000 compounds, 0.13% hits; in the data active = a potency from the dose series; inconclusive = inhibition mostly from about 14% at the one dose, without a potency; inactive = the rest, 99 in 100 with inhibition below about 12%; note: strong numbers were not always called active
Salmonella PhoP GFP: PhoP regulon inhibitors, Salmonella typhi PhoP promoter GFP reporter, confirmatory (AID 1850). inhibition, % at 50 µM; hits with a dose series show IC50 in µM. Salmonella Typhi PhoP-promoter GFP reporter, fluorescence, 4 h; higher % means a stronger effect. 310,000 compounds, 0.33% hits; in the data active = a potency from the dose series; inconclusive = inhibition mostly from about 25% at the one dose, without a potency; inactive = the rest, 99 in 100 with inhibition below about 19%;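 note: 0% = induced wells with vehicle and 100% = uninduced wells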
inhibitors of VEEV 10K pilot screen: also measured in inhibitors of VEEV; calls as there; inhibition, %; measured here: 10K pilot screen inhibition
Numbers without * were called inactive; i = inactive; ? = inconclusive; · = no result given.

SMILES	H1N1 NS1A inhibition	M. tuberculosis	H37Rv inhibition	inhibitors of VEEV	Salmonella PhoP GFP	others
O=Cc1cn(-c2ccccc2)nc1-c1ccc2c(c1)OCCO2	-20%	31%	?	7.4%	2%
COc1cc(N2C(=O)c3ccccc3C2=O)c(Cl)cc1C(=O)OCC(=O)N(C)C	-14%	-11%	-7%	0.9%	-10%
CN=C1SC(CC(=O)Nc2cc(Cl)ccc2Cl)C(=O)N1C (centres undefined)	-3%	4%	-4%	3.2%	1%
COC(=O)C1CC(=O)N(c2ccc(OCc3ccccc3Cl)cc2)C1 (centres undefined)	-4%	3.5µM*	0.52µM*	3.3%	-4%
CCOC(=O)Cc1csc(NC(=O)CCCC(=O)O)n1	·	-6%	-1%	i	11%
COc1cccc(-c2ccc(SCC(=O)c3ccccc3)nn2)c1	4%	77%	6%	2.0%	7%
Cc1ccc(C)c(NC(=O)COC(=O)CCC(=O)c2cccs2)c1	2%	20%	0%	i	-4%
O=C(COc1ccccc1Cl)NNC(=O)c1cc(S(=O)(=O)N2CCOCC2)ccc1N1CCCC1	-6%	-15%	-17%	3.0%	1%
Cc1cccc(NC(=O)CS(=O)(=O)Cc2ccccc2)n1	-1%	0%	-6%	i	11%
O=C(CNC(=O)C1COc2ccccc2O1)N/N=C\c1ccccc1Cl (centres undefined)	-3%	-12%	3%	1.2%	-19%
CC(C)(CO)NCc1c(OCc2ccc(Cl)cc2)ccc2ccccc12	5%	79%	28%	2.6%	8%
COC(=O)C/C(N)=C(\C#N)C(=O)OC	-2%	-3%	-1%	0.6%	8%
Cc1ccc(CC2CC(=O)N(c3nc4ccccc4s3)C2=O)cc1 (centres undefined)	-6%	2%	-4%	1.1%	-2%
Cc1[nH]c(=O)[nH]c(=O)c1S(=O)(=O)N1CCC(C(=O)N2CCN(c3cccc(C(F)(F)F)c3)CC2)CC1	5%	11%	4%	i	-6%
Cc1ccc(/C=N/NC(=O)c2nnn(-c3nonc3N)c2C)o1	-5%	-14%	1%	3.9%	-3%
Cc1cc(C)cc(NC(=O)CC2Oc3ccc(C)cc3NC2=O)c1 (centres undefined)	-24%	2%	-5%	0.5%	2%
CSc1ccccc1NS(=O)(=O)c1ccc2c(c1)OCCO2	-1%	8%	5%	i	-3%	inhibitors of VEEV 10K pilot screen=3.6
COc1ccc(OC)c(-c2nnc3n2N=C(c2ccc(OC(F)F)c(OCC4CC4)c2)CS3)c1	9%	61%	10%	3.5%	·	inhibitors of VEEV 10K pilot screen=3.0
Cc1ccc2c(c1)N(CC(=O)N1CCCCC1c1cccnc1)C(=O)CO2 (centres undefined)	-2%	9%	-4%	7.9%	-8%
Cc1cc(C(=O)COC(=O)CN=C2NS(=O)(=O)c3ccccc32)c(C)n1CCc1ccc(Cl)cc1	-5%	0%	3%	1.6%	6%
Cc1ccccc1-n1nc(SCC(=O)O)sc1=S	-17%	0%	5%	2.6%	7%
C/C(=N\Nc1nncc2ccccc12)c1ccc(Cl)c([N+](=O)[O-])c1	9%	-11%	-4%	1.2%	1%
O=S(=O)(c1cccc(NC(=S)N2CCN(c3ccccc3)CC2)c1)C(F)F	1%	48%	-3%	0.9%	0%
COc1ccc(CNc2ncccc2[N+](=O)[O-])cc1	1%	24%	11%	0.7%	2%
Fc1ccc(-n2nnc(-c3cccnc3)n2)cc1	3%	-4%	-2%	2.4%	-3%
COc1ccc(S(=O)(=O)NNC(=O)c2ccc([N+](=O)[O-])cc2)cc1	0%	-9%	4%	i	2%
Nc1cc(N)nc(SCC(=O)NCCC2=CCCCC2)n1	-4%	0%	-1%	2.0%	-4%
COCC(=O)NC1CCCCCC1	4%	68%	5%	0.1%	-5%
COc1cc(S(=O)(=O)NC2CC(C)(C)NC(C)(C)C2)c(OC)cc1Cl	-1%	-8%	-3%	4.5%	3%
COc1ccc(CNC(=O)CN(Cc2ccccc2F)C(=O)c2csnn2)cc1	1%	-14%	2%	0.5%	-17%

In the list so far, 3 have a nitro group on carbon:
SMILES	H1N1 NS1A inhibition	M. tuberculosis	H37Rv inhibition	inhibitors of VEEV	Salmonella PhoP GFP	others
C/C(=N\Nc1nncc2ccccc12)c1ccc(Cl)c([N+](=O)[O-])c1	9%	-11%	-4%	1.2%	1%
COc1ccc(CNc2ncccc2[N+](=O)[O-])cc1	1%	24%	11%	0.7%	2%
COc1ccc(S(=O)(=O)NNC(=O)c2ccc([N+](=O)[O-])cc2)cc1	0%	-9%	4%	i	2%

Remaining list, next part
SMILES	H1N1 NS1A inhibition	M. tuberculosis	H37Rv inhibition	inhibitors of VEEV	Salmonella PhoP GFP	others
CCN(CC)S(=O)(=O)c1cc(NC(=O)CN2C(=O)NC(C)(c3ccccc3)C2=O)ccc1C (centres undefined)	12%	-3%	-8%	1.4%	-12%
COc1cccc(CN2CCN(C(=O)c3cc(-c4ccncc4)nc4ccc(C)cc34)CC2)c1	2%	14%	5%	9.0%	1%
Cc1csc(SCC(=O)Nc2sccc2C(N)=O)n1	-2%	1%	2%	0.5%	0%
COCCOc1ccc(C(F)(F)F)cc1Nc1nc2ccccc2o1	1%	39%	8%	7.3%	5%
CCC(CC)C(=O)Nc1ccc([N+](=O)[O-])cn1	-4%	-6%	1%	i	-4%	inhibitors of VEEV 10K pilot screen=0.4
O=C(COc1ccccc1[N+](=O)[O-])N(Cc1cccc(Br)c1)C1CCS(=O)(=O)C1 (centres undefined)	10%	11%	4%	i	-16%
CCOc1cc(C(=O)N2CCN(c3ccc(C(C)=O)cc3)CC2)cc(OCC)c1OCC	1%	20%	?	i	-8%
COc1ccccc1-n1c(SCC(=O)N2CCCC2)nnc1-c1ccccc1	-7%	-2%	59%	0.6%	-3%
CC(OC(=O)CN1C(=O)NC2(CCCC2)C1=O)C(=O)c1ccccc1 (centres undefined)	-3%	6%	-3%	0.1%	-1%
COc1ccc(C(C)=O)cc1Cn1c(=O)cc(C)[nH]c1=O	8%	2%	11%	i	10%
CCC(C)N(C(=O)COc1ccccc1C(=O)NCc1ccccc1)C1CCS(=O)(=O)C1 (centres undefined)	-14%	-3%	-10%	3.4%	-6%
CCc1ccc2nc(N(CCCN(C)C)C(=O)c3ccc(S(=O)(=O)N4CCc5ccccc5C4)cc3)sc2c1	4%	18%	?	?	-9%
Cc1nnn(C23CC4CC(CC(C(=O)NN)(C4)C2)C3)n1	1%	-11%	-6%	0.5%	5%
COc1ccc(C(=O)N/N=C/c2ccc(OC)c(CN3CCN(c4ccc(F)cc4)CC3)c2)cc1	5%	3%	-2%	0.1%	-13%
COc1ccccc1/C=C/c1onc(C)c1S(=O)(=O)N1CCC(C(=O)NC2CCCCCC2)CC1	7%	3%	-8%	4.0%	4%

Ordered by SMILES length (falling): part of the list above.
SMILES	H1N1 NS1A inhibition	M. tuberculosis	H37Rv inhibition	inhibitors of VEEV	Salmonella PhoP GFP	others
CCN(CC)S(=O)(=O)c1cc(NC(=O)CN2C(=O)NC(C)(c3ccccc3)C2=O)ccc1C (centres undefined)	12%	-3%	-8%	1.4%	-12%
CCOc1cc(C(=O)N2CCN(c3ccc(C(C)=O)cc3)CC2)cc(OCC)c1OCC	1%	20%	?	i	-8%
COCCOc1ccc(C(F)(F)F)cc1Nc1nc2ccccc2o1	1%	39%	8%	7.3%	5%

New compounds follow
SMILES	H1N1 NS1A inhibition	M. tuberculosis	H37Rv inhibition	inhibitors of VEEV	Salmonella PhoP GFP	others
CN(C)Cc1c(-c2ccc(Cl)cc2)nc2ccc(Cl)cn12	-2%	43%	9%	1.9%	4%
CCC1(c2ccccc2)NC(=O)N(CC(=O)N(CC(=O)Nc2ccccc2C(F)(F)F)Cc2ccco2)C1=O (centres undefined)	1%	9%	-3%	6.7%	4%
CC(=O)N1CCc2cc(Br)cc(S(=O)(=O)NCCCN(C)Cc3ccccc3)c21	6%	12%	3%	i	4%
Oc1cc(O)c2c(c1)OC(c1ccc(O)c(O)c1)C(O)C2 (centres undefined)	-2%	3%	0%	1.3%	-12%
COc1ccc2oc(C)c(C(=O)c3ccc(C)cc3)c2c1	-6%	59%	15%	1.1%	0%
COCCn1c(C)cc(C(=O)CN2c3cccc4cccc(c34)S2(=O)=O)c1C	1%	5%	6%	2.2%	·
Cc1ccc(C2(SCC(N)C(=O)O)c3ccccc3-c3ccccc32)cc1 (centres undefined)	-6%	·	·	3.5%	·
COc1cccc(OC)c1C1=NCC(=O)Nc2c1oc1ccc(Br)cc21	6%	·	0%	7.0%	8%
CCN(Cc1ccccc1)S(=O)(=O)c1nc2nc(C)c(C)c(C)n2n1	2%	-3%	-4%	i	9%
CCC(C(=O)NCc1ccc(C)o1)n1nc(C)c2c(C)n(-c3ccccc3)nc2c1=O (centres undefined)	8%	15%	8%	i	2%
COc1cccc(NC(=O)CN2C(=O)NC3(CCCC3)C2=O)c1	8%	-3%	-4%	0.4%	-1%
CN(C)S(=O)(=O)c1ccc(Cl)c(NC(=O)CN2CCCC2)c1	-8%	-10%	-1%	i	7%
CCOC(=O)N1CCN(C(=O)c2cc3c(=O)n(C)c4ccccc4c3n2C)CC1	-8%	-14%	1%	0.3%	10%
CCOc1ccc(N2C(=O)Nc3ccccc3C2(O)C(=O)NCc2ccc3c(c2)OCO3)cc1 (centres undefined)	5%	10%	0%	1.6%	-6%
O=C(Nc1ccccc1)Nc1nnc(SCc2ccc(Cl)cc2)s1	-9%	12%	-1%	1.3%	-8%
CCn1c(Cn2nnc(-c3ccccc3)n2)nnc1SCc1ccc(Cl)c(Cl)c1	0%	42%	7%	3.8%	10%
COc1cc(C(c2c(C)[nH][nH]c2=O)c2c(C)[nH][nH]c2=O)cc(Br)c1OC	1%	-15%	7%	2.0%	-1%
Cc1ccc(S(=O)(=O)N2CCOCC2)cc1C(=O)NC1CCCC1	11%	-1%	-12%	0.8%	4%
Oc1cc2ccccc2cc1-c1n[nH]c(=S)o1	0%	-11%	4%	0.1%	3%
Cc1nc2oc3ccc(F)cc3c(=O)c2cc1C(=O)NC(C)(C)C	2%	-7%	0%	0.8%	-4%
O=C(NC1CCSC1=O)C1CCCCC1 (centres undefined)	-10%	1%	-3%	0.9%	-4%
O=C(O)C1CCC(=O)N(C2CCCCC2)C1c1ccccc1 (centres undefined)	-2%	1%	-11%	5.2%	1%
CCOc1ccc(S(=O)(=O)N(C)c2ccc(OCC(=O)NC3=NCCS3)cc2)cc1	10%	19%	4%	1.2%	-20%
COCCn1c(SCC(=O)N2CCCCC2)nc2ccccc2c1=O	0%	15%	-2%	4.3%	-14%
Cc1ccc(C2(C)NC(=O)N(CC(=O)NNC(=O)c3ccccc3)C2=O)cc1 (centres undefined)	2%	-4%	-9%	0.9%	·
CC1CCN(S(=O)(=O)c2cc(Cl)ccc2Br)CC1	-2%	21%	-3%	i	6%
C/C(=N/NC(=O)c1ccc2nc[nH]c2c1)c1cccs1	-6%	-7%	-1%	0.7%	-1%
CCOC(=O)C1=C(C)Nc2ncnn2C1c1ccc2c(c1)OCO2 (centres undefined)	-7%	10%	-1%	0.5%	-1%
Cc1cc(NC(=O)c2cc([N+](=O)[O-])cc([N+](=O)[O-])c2)no1	·	i	?	6.0%	-7%
COc1cc2c(=O)n(Cc3ccccc3)c(=O)n(CC(=O)NCC3CCCO3)c2cc1OC (centres undefined)	4%	-9%	-10%	3.4%	-6%
COc1ccc(C(C#N)N2CCC(c3ccccc3)=N2)cc1OC (centres undefined)	2%	27%	-3%	0.7%	4%
O=C(O)CCC(=O)Nc1ccccc1C(=O)Nc1ccccc1	-22%	-8%	-2%	7.7%	1%
CCOc1ccc(S(=O)(=O)N2CC(=O)Nc3ccccc32)cc1C#N	-3%	1%	1%	i	3%
CC(=O)Nc1ccc(S(=O)(=O)N2CCSC2c2ccco2)cc1 (centres undefined)	2%	63%	-1%	3.8%	4%
CCOc1ccccc1NC1=NCC(=O)N1Cc1ccc(F)cc1	0%	11%	-6%	i	3%
CC(C)(C)C(=O)Nc1ccc(-c2nc3ccccc3c(=O)o2)cc1	-4%	?	?	1.5%	0%
CCOC(=O)c1c(NC(=S)NC(=O)c2ccc(Cn3cc(Cl)cn3)o2)sc2c1CCCCC2	3%	-7%	3%	11%	-3%
COc1ccc(NC(=O)c2cc(-c3ccccn3)nc3c(C)cc(C)cc23)c(C)c1	-4%	10%	2%	13%	-10%
CCc1ccc(NC(=S)N2CCC(NC(=O)C3CCCCC3)CC2)cc1	4%	-17%	2%	0.3%	-1%
